# High-throughput results (PubChem)
# hERG rescue: shields human hERG channel from block by proarrhythmic agents. Q12809. CHO-hERG, FluxOR thallium flux, dofetilide IC70 present. activation (rescue from dofetilide block), less the hit threshold, % at 10 µM. 0.51% of 310,000 active;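 active means activation above the mean of controls blocked by dofetilide plus 5 SD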;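 further: thallium influx through hERG after potassium depolarization seen as dye fluorescence rise; in these data hits start at about 4.7%; inactives centre near -7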
# KCNK3 inh: human KCNK3 channel inhibition, primary screen. O14649. B-score at 10 µM. 0.84% of 340,000 active. AID 602410. CHO-KCNK3 thallium flux, FluxOR fluorescence; hits give low values;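 active means B-score under library mean minus 4 SD, starting fluorescence ratio at most library mean plus 5 SD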;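 further: more negative B-score means stronger inhibition of thallium flux through KCNK3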
# GSK3beta inhib: human GSK3beta kinase inhibition; P49841; GST-GSK3beta kinase, ADP-Glo luminescence, 60 min; hits give low values; activity score (negative = inhibition), % at 10 µM; 0.038% of 300,000 active;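 active means more than half of replicate wells score below -50%, meaning over 50% inhibition versus plate controls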;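 further: 0% = median DMSO wells and -100% = median GW8510 positive control wells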
# Target sequence (P49841 whole entry, looked up): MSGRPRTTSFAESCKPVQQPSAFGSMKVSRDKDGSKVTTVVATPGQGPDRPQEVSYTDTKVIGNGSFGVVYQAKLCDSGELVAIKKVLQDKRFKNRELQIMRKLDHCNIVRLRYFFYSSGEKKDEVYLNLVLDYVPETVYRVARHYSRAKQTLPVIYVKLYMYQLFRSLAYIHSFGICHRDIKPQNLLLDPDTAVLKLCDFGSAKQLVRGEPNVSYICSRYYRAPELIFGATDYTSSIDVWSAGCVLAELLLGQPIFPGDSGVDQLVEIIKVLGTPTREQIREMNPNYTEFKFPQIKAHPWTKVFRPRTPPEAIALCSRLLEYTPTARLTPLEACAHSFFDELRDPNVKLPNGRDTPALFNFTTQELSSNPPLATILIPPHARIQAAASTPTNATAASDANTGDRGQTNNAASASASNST
#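 Assay system: GST-tagged human GSK3beta kinase, cell-free; Input: 1.6 ng GSK3beta; Medium: Tris/MgCl2 kinase buffer; Timing: 60 min enzyme reaction, room temperature; Signal: ADP-Glo luminescence quantifying ADP generated by kinase; Evaluation: score relative to plate controls; Benchmarks: DMSO neutral wells and GW8510 at 20 µM as positive.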
# KCNQ1 block: inhibitors of human KCNQ1 potassium channel; 1.3% of 310,000 active; CHO-K1 KCNQ1, FluxOR thallium flux fluorescence; hits give high values; AID 2642; B-score at 10 µM;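 active means compounds whose thallium flux B-score, printed positive for inhibition, exceeds three library SD while starting fluorescence stays within three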;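 further: channel opened by potassium depolarization with thallium stimulus after 20 min compound exposure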
# RGS4 block: inhibitors of human RGS4. HEK293 M3R/RGS4 inducible, Fluo-4 calcium flux; hits give high values; triggered by carbachol at its EC20. B-score at 10 µM. 0.45% of 310,000 active;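 active means B-score, a plate-corrected calcium signal, over three deviations above library mean, with baseline fluorescence within five deviations of library mean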;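 further: RGS4 expression induced by doxycycline in cells with stable M3 receptor; B-score is computed from the integrated fluorescence ratio over baseline after carbachol; higher B-score means a larger calcium signal and so more RGS4 inhibition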
# Target sequence (P49798 whole entry, looked up): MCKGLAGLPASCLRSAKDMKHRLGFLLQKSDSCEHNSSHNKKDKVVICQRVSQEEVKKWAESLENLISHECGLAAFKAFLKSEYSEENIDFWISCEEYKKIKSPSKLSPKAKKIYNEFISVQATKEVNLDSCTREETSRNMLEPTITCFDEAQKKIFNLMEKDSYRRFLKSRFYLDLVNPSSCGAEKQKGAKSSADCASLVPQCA
# KCNQ1 pot: human KCNQ1 channel potentiation or activation; P51787; CHO-K1 KCNQ1, thallium flux FluxOR fluorescence; hits give high values; B-score at 10 µM; 0.35% of 310,000 active; AID 2648;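 active means fluorescence ratio B-score, a plate-corrected score, at least three library SD, with initial intensity B-score within 5 SD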
#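 Assay system: CHO-K1 cells stably expressing KCNQ1; Medium: assay buffer with matched DMSO; Also added: K+/Tl+ depolarizing stimulus; Dosing: single dose; Timing: dye 90 min, compound 20 min, room temperature; Measured by: kinetic FluxOR thallium fluorescence, 10-s 1-Hz baseline, 110-s post-stimulus read; Read-out: peak-minus-minimum fluorescence over initial fluorescence, negative-control normalized, B-scored.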
# KCNK9 block: inhibitors of human KCNK9 two-pore domain potassium channel; Q9NPC2; HEK293 KCNK9, FluxOR thallium flux fluorescence; hits give low values; 1.2% of 310,000 active; AID 488922; B-score at 10 µM;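 active means ratio B-score over 3 SD below the library mean, with starting fluorescence within 5 SD of its mean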;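 further: negative B-score means less thallium flux so channel inhibition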
# Target sequence (Q9NPC2 whole entry, looked up, the tested form may be a part): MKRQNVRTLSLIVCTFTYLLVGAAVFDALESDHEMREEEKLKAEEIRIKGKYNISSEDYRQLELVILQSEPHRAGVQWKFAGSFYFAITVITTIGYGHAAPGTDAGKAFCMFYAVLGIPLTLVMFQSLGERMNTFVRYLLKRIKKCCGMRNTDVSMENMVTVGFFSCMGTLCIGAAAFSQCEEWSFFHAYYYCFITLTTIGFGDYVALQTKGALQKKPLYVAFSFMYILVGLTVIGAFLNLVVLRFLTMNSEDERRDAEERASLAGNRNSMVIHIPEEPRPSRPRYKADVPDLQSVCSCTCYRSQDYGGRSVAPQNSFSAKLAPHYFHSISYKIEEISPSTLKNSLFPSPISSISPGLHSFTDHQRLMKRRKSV
# RGS4 pot: RGS4 potentiation or activation; HEK293 M3R/inducible RGS4, carbachol calcium flux Fluo4; hits give low values; B-score at 10 µM; 0.92% of 310,000 active;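 active means B-score of the integrated calcium signal more than 4 SD below the library mean, with starting fluorescence not abnormally high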;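 further: negative B-score means reduced calcium response which marks RGS4 activation or potentiation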
#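 Material: Inducible-RGS4 HEK293 cells carrying M3 receptor; also added: carbachol at ECmax as muscarinic agonist stimulus; incubation: compound preincubation 20 min at room temperature before agonist; signal: Fluo4-AM (2 µM) calcium-flux fluorescence, kinetic read; measure: integrated calcium ratio converted to B score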
# PolyA inh: yeast polyadenylation inhibition | S. cerevisiae SKY197-pL101 polyadenylation reporter, beta-gal luminescence; efflux-impaired pdr1/pdr3 knockout yeast; score 100 = 6 SD above DMSO | calls only at 12 µM | 0.02% of 300,000 active;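 active means lowest replicate activity score at least 50, where 100 means six control SD above control mean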;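 further: yeast exposed to compound for 9 h at 30 °C; higher score means more reporter readthrough which indicates perturbed polyadenylation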
# GSK3A inh: blocks human GSK-3 alpha kinase. P49840. ADP-Glo luminescence, 60 min. 0.1% of 320,000 active. inhibition, % at 10 µM;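 in the data active means inhibition above about 50%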;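 further: GST-tagged GSK-3 alpha with peptide substrate and 25 µM ATP; 0% = DMSO neutral wells and 100% = GW8510 positive control wells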
# DYRK1A inh: inhibitors of rat Dyrk1A kinase; Q63470; ADP-Glo luminescence, NFATc1 peptide; inhibition, % at 12.5 µM; 0.43% of 310,000 active; AID 504441; in the data active means inhibition above about 50%;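 further: plate controls were vehicle with enzyme for no effect and no enzyme for full effect; many of its hits are not listed in these tables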
# Starred values were filed as active, the others as inactive; i = inactive; . = no result given.
SMILES,hERG rescue,KCNK3 inh,GSK3beta inhib,KCNQ1 block,RGS4 block,KCNQ1 pot,KCNK9 block,RGS4 pot,PolyA inh,GSK3A inh,DYRK1A inh
O=C(c1ccc2nc3ccccc3c(=O)n2c1)N1CCN(Cc2ccc3c(c2)OCO3)CC1,-11,i,-4,i,i,i,i,i,i,-2,19
Cc1cc(C(=O)OCC(=O)Nc2ccc(F)cc2[N+](=O)[O-])c2ccccc2n1,-6,i,2,i,i,i,i,i,i,-1,2
CC1=Nc2cc(Cl)ccc2Oc2ccccc21,-5,i,1,i,i,i,i,i,i,-1,-6
CN(Cc1ccccc1)C(=O)COC(=O)c1ccccc1NS(=O)(=O)c1cccc(N)c1,-7,i,-3,i,i,i,i,i,i,.,1
COc1ccc(S(=O)(=O)N(C)CC(=O)Nc2ccccc2SC)cc1Cl,-2,i,3,i,i,i,i,i,i,-1,.
COCCN=C1Sc2nc3ccc(C)cc3cc2CN1Cc1cccs1,-4,i,1,i,i,i,i,i,i,-2,3
Cc1ccc(-c2cc(C(=O)NCc3ccc4c(c3)OCO4)no2)cc1,-1,i,-2,i,i,i,i,i,i,-2,5
O=C(CCc1ccccc1)NCCc1cccs1,-6,i,-2,i,i,i,i,i,i,-4,.
O=C(COc1ccc(Nc2ccccc2)cc1)OCC(=O)N1CCCCC1,-13,i,0,i,i,i,i,i,i,-1,-3
CCOP(=O)(OCC)C(Nc1ccc(C(=O)O)cc1)c1ccccc1 (configuration not stated),-7,i,2,i,i,i,i,i,i,-2,-5
Cc1ccc(NC(=O)CCN2CCOCC2)cc1C,1,i,-2,i,i,i,i,i,i,2,-2
Fc1ccccc1OCCCCSc1ncccn1,-14,i,2,i,i,i,i,i,i,2,4
CCOC(=O)COc1c(Cl)cc(C2NC(=S)NC(c3ccccc3)=C2C(C)=O)cc1OC (configuration not stated),-10,i,-2,i,i,i,i,i,i,-2,0
O=C(NC(Cc1c[nH]c2ccccc12)C(=O)O)/C(=C/c1ccc2c(c1)OCO2)NC(=O)c1ccccc1 (configuration not stated),-8,i,3,i,i,i,i,i,i,.,-2
CCn1ncc(C(=O)Nc2ccccc2C)c1C,-2,i,-2,i,i,i,i,i,i,-6,-10
COc1ccc(C2C(C#N)=C(C)NC(C)=C2C(=O)OC(C)C)c(OC)c1 (configuration not stated),-11,i,1,i,i,i,i,i,i,-3,0
CC1CCCN(Cc2csc(N)n2)C1 (configuration not stated),-10,i,-3,i,i,i,i,i,i,-5,-3
COc1ccc2cc(C(c3nnnn3C(C)(C)C)N3CCSCC3)c(=O)[nH]c2c1 (configuration not stated),-8,i,0,i,i,i,i,i,i,-1,-6
CN(C)/C(Cn1cncn1)=C1/N=C(c2ccccc2)OC1=O,-3,i,1,i,i,i,i,i,i,10,16
C/C(=N\O)C(C)(C)Nc1ccc(F)cc1,-9,i,0,i,i,i,i,i,i,0,.
CC(=O)c1ccc(C#CC(C)(C)O)s1,-6,i,2,i,i,i,i,i,i,0,6
O=c1cc(N2CCOCC2)c2ccccc2o1,-2,i,-1,i,i,i,i,i,i,-1,.
Nc1nc(SCC(=O)Nc2cc(-c3ccccc3)nn2-c2ccccc2)n[nH]1,1,i,2,i,i,i,i,i,i,0,-6
COc1ccc(OCC(=O)N(Cc2ccc(C)o2)C2CCS(=O)(=O)C2)cc1 (configuration not stated),-6,i,0,i,i,i,i,i,i,3,-4

# Some entries already given, limited to KCNQ1 pot:
SMILES	KCNQ1 pot
C/C(=N\O)C(C)(C)Nc1ccc(F)cc1	i
CC(=O)c1ccc(C#CC(C)(C)O)s1	i
O=c1cc(N2CCOCC2)c2ccccc2o1	i

# The listing continues:
SMILES,hERG rescue,KCNK3 inh,GSK3beta inhib,KCNQ1 block,RGS4 block,KCNQ1 pot,KCNK9 block,RGS4 pot,PolyA inh,GSK3A inh,DYRK1A inh
Cc1[nH]c2ccccc2c1C(c1ccncc1)N1CCC(C)CC1 (configuration not stated),-9,i,-3,i,i,i,i,i,i,-5,.
CC1CCCCC1NC(=S)Nc1ccc(Cl)cc1Cl (configuration not stated),-12,i,-1,i,i,i,i,i,i,-2,.
CCOc1ccc2ccccc2c1CNc1nnnn1CC,-12,i,1,i,i,i,i,i,i,1,-5
CC(=O)CSc1ncnc2sc3c(c12)CCCC3,-10,i,0,i,i,i,i,i,i,1,20
Cc1cccc(NC(=O)C2CCN(S(=O)(=O)c3c(C)noc3/C=C/c3ccco3)CC2)n1,-12,i,-1,i,i,i,i,i,i,-1,-2
C=CCOn1c(=O)c(-c2ccc(OC)c(OC)c2)[n+]([O-])c2ccccc21,-18,i,1,i,i,i,i,i,i,14,1
O=C(NNC(=O)c1ccccc1-n1cccc1)c1ccc(Cl)cc1Cl,-6,i,0,i,i,i,i,i,i,-3,3
CC(C)c1ccc(/C=C2\Oc3c(ccc(O)c3CN3CCN(C)CC3)C2=O)cc1,-21,i,-2,i,i,i,i,i,.,9,-1
C=CCn1c(C)cc(C(=O)CSc2nc3ccccc3o2)c1C,-10,i,2,i,i,i,i,i,i,1,3
C/C(=N/Nc1ccnc2cc(Cl)ccc12)c1ccc(O)cc1,0,i,0,i,i,i,i,i,i,0,11
CNC(=O)CN(c1ccc(OC)cc1)S(=O)(=O)c1ccc(F)cc1,-3,i,-1,i,i,i,i,i,i,1,5
COc1ccc(NC(=O)C2CCCN(CCCc3ccccc3)C2)cc1OCC(C)C (configuration not stated),-10,-9.8*,1,i,i,i,i,i,i,-5,4
CCc1ccccc1NCC(=O)Nc1ccc(Cl)c(C(F)(F)F)c1,-11,i,-1,8*,i,i,i,i,i,-1,3
O=C(NCCN1CCOCC1)c1ccc(Cl)c(S(=O)(=O)N2CCOCC2)c1,-7,i,-1,i,i,i,i,i,i,0,-11
COc1ccc(Cn2c(=O)oc3ccc(C)cc32)cc1OC,-22,i,2,i,i,i,i,i,i,1,7
CCOC(=O)CN1C(=O)C(Sc2n[nH]c(-c3ccccc3)n2)CCc2ccccc21 (configuration not stated),-2,i,-3,i,i,i,i,i,i,-1,-4
Cc1ccc(C)c(NC2=CC(=O)CC(C)(C)C2)c1C#N,-8,i,1,i,i,i,i,i,i,0,-9
COC(=O)Cn1c(=O)c2c(n(Cc3ccccc3)c1=O)N/C(=C/c1ccc(Br)cc1)C2=O,-8,i,1,i,i,i,i,i,i,-2,15
O=C(Nc1cccc(Cl)c1)Nc1nc(-c2ccc(Cl)cc2)cs1,-8,i,2,8*,i,i,i,i,i,-5,1
Cc1c(NC(=O)Nc2ccc([N+](=O)[O-])cc2)c(=O)n(-c2ccccc2)n1C,-5,i,-4,i,i,i,i,i,i,2,4
O=C(NCc1ccco1)c1nc2nc(-c3cccs3)cc(C(F)(F)F)n2n1,-1,i,-2,i,i,i,i,i,i,1,-7
O=[N+]([O-])c1ccc(CNc2cccc(F)c2)s1,-7,i,4,i,i,i,i,i,i,-2,2
COC(=O)[C@@]12CCCCN1[C@H](c1ccc(SC3CCCCC3)cc1)[C@H]1C(=O)N(C)C(=O)[C@H]12,-6,i,2,i,i,i,i,i,i,-1,0
Cc1ccc(NC(=O)Cn2c(=O)n(Cc3ccco3)c(=N)c3c4c(sc32)COC(C)(C)C4)cc1,-7,i,3,i,i,i,i,i,i,-2,-6
CC(=O)c1ccc(NC(=O)CC2Nc3cccc4cccc(c34)NC2=O)cc1 (configuration not stated),-6,i,0,i,i,i,i,i,i,-2,2
Cc1ccc(C(=O)NC(=O)OCCn2c(C)cnc2[N+](=O)[O-])cc1,-9,i,0,i,i,i,i,i,i,1,20
CN1CCN(S(=O)(=O)c2cc(C(F)(F)F)ccc2Cl)CC1,-6,i,1,i,i,i,i,i,i,-1,14
COC(=O)C1=NN(c2cccc3ccccc23)C2C(=O)N(c3ccccc3OC)C(=O)C12 (configuration not stated),-3,i,-1,i,i,i,i,i,i,1,.
CC(=O)Nc1ccc(NC(=O)COc2ncnc3ccccc23)cc1,-9,i,-1,i,i,i,i,i,i,0,0
COc1ccc(NC(=O)Nc2ccc(Cc3ccncc3)cc2)cc1OC,-1,i,-1,i,i,i,i,i,i,-1,-16
CN1C(=O)CC(N2CCN(c3ccc(Cl)c(Cl)c3)CC2)C1=O (configuration not stated),-7,i,1,i,i,i,i,i,i,-3,2
Nc1c(Cl)cc(NC(=O)c2ccccc2C(=O)O)cc1Br,-8,i,-3,i,i,i,i,i,i,-7,-1
CCCN(CC(=O)Nc1ccc(OC)c(OC)c1)CC(=O)Nc1ccc(F)c(F)c1F,-2,i,6,i,i,i,i,i,i,0,.
Cc1ccc(C)c(S(=O)(=O)N2CCCC2CNC(=O)C(=O)NCc2ccccn2)c1 (configuration not stated),-8,i,3,i,i,i,i,i,i,6,-3
COc1cccc(Oc2nc(N)ncc2[N+](=O)[O-])c1,-3,i,-3,i,i,i,i,i,i,-1,-1
Cc1ccc(N=C2NC(=O)/C(=C/c3cccn3C)S2)cc1,-5,i,1,i,i,i,i,i,i,-5,4
Cc1cc(N(C)Cc2ccccc2)nc(-c2ccccc2)n1,-14,i,-3,i,i,i,i,i,i,-3,-4
CC(=O)Nc1cc(Cl)ccc1OS(=O)(=O)c1ccc(C)cc1,-1,i,2,i,i,i,i,i,i,4,1
CC12CCC(C(=O)N(c3ccccn3)c3ccccn3)(OC1=O)C2(C)C (configuration not stated),2,i,1,i,i,i,i,i,i,0,0
CCn1c(COc2ccccc2C)nnc1SCC(=O)N1CCC(C)CC1,-6,i,3,i,i,i,i,i,i,-1,-3
CCOC(=O)C1CCCN(C(=O)c2ccc3c(c2)N(C)C(=O)/C(=C/c2ccccc2Cl)S3)C1 (configuration not stated),-10,i,1,i,i,i,i,i,i,0,-5
Cc1cc(C)cc(NC(=O)CCc2nc3sc4c(c3c(=O)[nH]2)CCCC4)c1,-18,i,-7,i,i,i,i,i,i,1,-4

# An excerpt. The share of hits here may be higher or lower than overall.
